KDM5B inhibitor: inhibitors of human KDM5B histone demethylase. Q9UGL1. KDM5B demethylase, FDH-coupled NADH fluorescence (FDH is formaldehyde dehydrogenase). Potency, µM (titrated, usually from 57.7 µM), for inactives: at the top dose activity change, negative = inhibition, hits mostly inhibitors. 220,000 tested, 2.6% active; active = well fitted inhibition curve with a large enough effect; inconclusive = small, poorly fitted or top-dose-only effect; inactive = no such curve, though single readings can be large or run the other way; also: 0% is about no effect; nearly all actives have a fitted effect of over 70% in size
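Compound dilutions met 200 nM (final) KDM5BΔAP for 10 min at room temperature before substrate addition. The substrate mix held 12.5 µM H3K4me3 with cofactors 25 µM α-ketoglutarate and 50 µM Fe²⁺. NADH signal gain over 30 min defined activity.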
Active calls of the source: *; ? = inconclusive; & = joins results of further samples; [ ] = dose if it differs, or a comment. Potency is read from the fitted curve at half-maximal effect. A portion of the library (hit frequency here may not be typical).

KDM5B inhibitor | canonical_smiles
-10% | Nc1nc(CCNC(=O)[C@H]2CNC[C@H](C(=O)N3CCOCC3)C2)cs1
6% | COc1ccc(Oc2c(C)oc3cc(OCC(=O)N4CCCC4)ccc3c2=O)cc1
6% | CCN(CC)S(=O)(=O)c1ccc(N/N=C/c2ccc(C)s2)c([N+](=O)[O-])c1
13% | COC(=O)C(Cc1ccc(O)cc1)NC(=O)c1nn(CC(C)C)c(=O)c2ccccc12 (stereo not given)
22%[86.2 µM] | CC(C)NC(=O)C[C@@H]1C[C@H]2O[C@H](CNC(=O)NCc3ccccc3)[C@@H](O)[C@H]2O1
0% | O=C(CC1CCCC1)OCC(=O)c1ccc(Cl)cc1
42%[activator] | O=C(C1CCC1)N1CCC(C(=O)N2CC(Oc3ccccc3)C2)CC1
-8% | Cc1cc(CN(C)C(=O)CC2C(=O)NCCN2Cc2c(F)cccc2Cl)on1 (stereo not given)

The list goes on, overlapping the part above by two compounds.
KDM5B inhibitor | canonical_smiles
42%[activator] | O=C(C1CCC1)N1CCC(C(=O)N2CC(Oc3ccccc3)C2)CC1
-8% | Cc1cc(CN(C)C(=O)CC2C(=O)NCCN2Cc2c(F)cccc2Cl)on1 (stereo not given)
? | CC1=CCC2C(C)(C)C(O)CCC2(C)C1COc1ccc2ccc(=O)oc2c1 (stereo not given)
5% | COCc1nc(CCNC(=O)NC2CCCCC2)no1
8% | CN(C)C(=O)CO[C@H]1CCOC[C@H]1NC(=O)c1ccc2n[nH]nc2c1
? | CCOC(=O)c1cc(S(=O)(=O)NCc2ccccc2)[nH]n1
? | COC(=O)C(C)OC(=O)c1cc2ccccc2cc1OC (stereo not given)
? | Cc1cc(=O)oc2cc(OCc3nc(CC(C)C)no3)ccc12
? | Cc1cc(C)c2oc(-c3ccc(C)c(NC(=O)/C=C/c4ccco4)c3)nc2c1
-26%[86.2 µM] | Cn1cnc(CN2CCNc3cc(Nc4ccccc4)ncc3C2)c1
10% | COc1cccc(N2CC(C(=O)NCCc3ccc(Cl)cc3)NC2=O)c1 (stereo not given)
6% | CC(OC(=O)c1ccc(CO)cc1)C(=O)c1c[nH]c2ccccc12 (stereo not given)
14% | O=Cc1c[nH]c2ccccc12
-22% | CC1(C)CCCC(C)(C#CCN2CCCCC2c2cccnc2)O1 (stereo not given)
-26% | O=C(NCc1ccc(F)cc1)[C@@H]1C[C@@H](c2cccc(C(F)(F)F)c2)N(CC2CCOCC2)C1
24%[115 µM] | COCc1cn([C@H]2CO[C@H]3[C@@H]2OC[C@@H]3N)nn1
12% | O=C(Cn1ccnc1)N1CCC(N2C(=O)C3(CCCCC3)C2c2ccncc2)CC1 (stereo not given)
4% | O=C1Cc2cc(C(=O)NCCc3ccc4c(c3)OCO4)ccc2N1

Single entries from above:
For KDM5B inhibitor, O=C(NCc1ccc(F)cc1)[C@@H]1C[C@@H](c2cccc(C(F)(F)F)c2)N(CC2CCOCC2)C1 has -26%
For KDM5B inhibitor, O=C1Cc2cc(C(=O)NCCc3ccc4c(c3)OCO4)ccc2N1 has 4%

Later entries
KDM5B inhibitor | canonical_smiles
? | CCc1cc(=O)oc2cc(OC(C)C(=O)Nc3ccccc3F)ccc12 (stereo not given)
? | COc1ccc(C2c3c(n(C)c4ccccc34)C(=O)N2CC(=O)Nc2ccc(C)c(Cl)c2)cc1 (stereo not given)
14µM* | COc1cccc(CCNC(=O)c2c(C)noc2-c2ccc3c(c2)OCO3)c1
-1% | CCC(=O)N1CCC2(CC1)CC(N(Cc1ccccc1)C1CC1)CCO2 (stereo not given)
10% | O=C1C(c2ccc(F)cc2)N(CCc2ccccc2Cl)C(=O)CN1C1CCCCC1 (stereo not given)
11% | Cc1ccc2nc(-c3ccc(C)c(NC(=O)c4cc([N+](=O)[O-])ccc4N4CCOCC4)c3)oc2c1
-23% | Cc1ccc(/C=C/c2onc(C)c2S(=O)(=O)N2CCC(C(=O)Nc3cc(F)ccc3F)CC2)cc1
4% | O=C(CSc1nnc(-c2ccc(Br)cc2)n1C1CCCCC1)N1CCCC1
2% | CCc1cc(=O)n(CC(=O)Nc2cc(OC)c(OC)c(OC)c2)c(-c2ccccc2)n1
-8% | CCCCCCCNC(=O)CCC(=O)NCCCC
33% | Fc1ccc(-c2cc(C(F)(F)F)nc(-n3cccn3)n2)cc1
-6% | O=C(CSc1n[nH]c(-c2ccccc2)n1)N1CCCC1c1ccc2c(c1)OCCO2 (stereo not given)
22µM* | O=C(CCC1CCCN(S(=O)(=O)c2ccccc2)C1)N1CCN(c2ccccn2)CC1 (stereo not given)
-20% | CC(=O)N1CCC2(CC1)CC(=O)c1ccc(OCC(=O)NC3Cc4ccccc4C3)cc1O2
-11% | Cc1ccc(Nc2cc(C)nc3nncn23)c(C)c1
? | COc1ccc(-c2nc(CCNc3ncccc3C#N)co2)cc1
5% | O=C(c1ccccc1)N1CCC(C(=O)N2CCC(Cc3nc(-c4ccc(F)cc4)no3)CC2)CC1
12% | CC1(C)CC(CC(=O)N2CCCCC2)(c2ccccc2)CCO1 (stereo not given)
13% | CCCCN1CCN(C(=O)c2cnc(-c3ccccc3)nc2-c2ccncc2)CC1
1% | O=C(C1CCOCC1)N1CCC(Oc2cccnc2)C1 (stereo not given)
-8% | CCOc1ccc(NC(=O)C2=C(C)C(=O)OC23CCC(C)CC3)cc1 (stereo not given)
4% | Cc1ccc2cc(CN3CCN(CC(N)=O)CC3)c(-c3cccs3)nc2c1
? | O=S(=O)(NCc1csc(-c2cccs2)n1)c1cccc(C(F)(F)F)c1
319%[activator] | C[C@@H]1ON(C)[C@H]2C[C@H]3c4[nH]c5c(-c6ccccc6F)cccc5c4CCN3C[C@@H]12
-29% | O=C(Nc1cccc(NC(=O)c2ccc(Br)cc2)c1)c1ccccc1
16µM* | O=C(c1cccnc1)N1CCN(c2nnc3ccc(Cl)cn23)CC1
6% | CCCCN(C(=O)CCC(=O)Nc1cc(C)on1)C(C(=O)NC(C)(C)C)c1ccccc1Cl (stereo not given)
? | Cc1ccc(CN(Cc2ccco2)C(=O)COc2ccccc2C)cc1
15% | CCOc1ccc(N2CSC(=S)N(c3ccc(OCC)cc3)C2)cc1
-21% | COc1ccc(-n2ncc(-c3c(-c4ccccc4)ncn3CCCO)c2C)cc1
-12% | CCN1CCN(C(c2ccc(Cl)cc2)c2c(O)cc(C)n(CCOC)c2=O)CC1 (stereo not given)
17% | CCc1nnsc1C(=O)N(C)Cc1cccc(Cl)c1Cl
-16% | CCCn1nc(C(=O)Nc2ncc(Cc3ccc(Br)cc3)s2)ccc1=O
22% | CCS(=O)(=O)NCc1cccnc1Oc1cccc(C(F)(F)F)c1
? | COc1cccc(CN2CCCCCCNC(=O)[C@@H]3CCC[C@@H]32)c1OC
? | CC1CCN(C(=O)c2cccc(NC(=O)c3nsc4ccccc34)c2)CC1
-1% | C[N+](C)(CCCCC(=O)O)C[Si](C)(C)C
4% | Cc1cnc(C(=O)Oc2ccc(Cl)cc2)cn1
-27% | Cc1cc(C)n(Cc2cc(C(=O)N(C)C(C)c3ccon3)n[nH]2)n1 (stereo not given)
11% | O=C(CCn1nc(-c2ccc(Cl)cc2)c2ccccc2c1=O)Nc1ccc(F)cc1
-22% | CCN(CC)C(=O)C[C@@H]1c2nc(NC(=O)c3cccc(F)c3)sc2C[C@@H]2[C@](C)(CO)[C@H](O)CC[C@]21C
? | O=C(Nc1ccc2oc(-c3ccccc3F)nc2c1)c1ccc2c(c1)OCCO2
8% | CC(=O)Nc1cccc(C(=O)N2CCC(n3cc(-c4nc(C(C)C)no4)nn3)C2)c1 (stereo not given)
7% | CCc1ccc(-c2csc(/C(C#N)=C/Nc3c(C)cc(C)cc3C)n2)cc1
17% | Cc1ccc(CC(=O)NC2CCC(C)CC2)cc1 (stereo not given)
-22% | O=C(Cc1ccccc1)Nc1sc2c(c1C(=O)Nc1ccccc1Cl)CCCCC2
16% | NC(=O)c1cccc(C(=O)NC2CCCc3ccccc32)c1 (stereo not given)
-8%&0% | NC(N)=NC(N)=Nc1ccc(Cl)c(Cl)c1
7% | O=C(COc1ccccc1)Nc1ccc(NC(=O)C2CC2)cc1C(F)(F)F
14% | CCc1nc2c(=O)n(CC(=O)NCc3ccc(SC)cc3)nc(C)c2s1
-4% | O=C(CC[C@H]1NC(=O)c2ccccc2NC1=O)Nc1n[nH]c(CCc2ccccc2)n1
16% | O=C(CCc1ncc(-c2ccccc2Cl)o1)NCc1ccc(Cl)cc1Cl
19% | Cn1c(=O)c2c(nc(NCCc3ccccc3)n2CC(O)CO)n(C)c1=O (stereo not given)
-27% | CCC(C)NC(=O)Nc1ccc(-c2noc(-c3ccco3)n2)cc1 (stereo not given)
3% | Cn1cc(CN2C[C@H](C(=O)NCc3cccc(F)c3)C[C@H]2c2cccc(C(F)(F)F)c2)cn1
4µM* | COc1ccc(-c2cc(-c3ccc(CO)cc3)cn3cncc23)cc1

(cont.)
KDM5B inhibitor | canonical_smiles
10% | O=C1CC(C(=O)N2CCN(c3ccc(F)cc3)CC2)CN1Cc1ccncc1 (stereo not given)
-14% | COc1cccc(N2CCN(C(=O)c3cccn3-c3nnc(N4CCCCC4)s3)CC2)c1
5% | CCn1c(SCC(=O)c2ccc(Cl)s2)nnc1-c1ccc(OC)cc1
5% | O=C(c1cccc(F)c1)N1CCC(Oc2ccccc2-c2nc(-c3ccncc3)no2)C1 (stereo not given)
? | CC(C)c1cc(N2C[C@H](O)[C@@H](N3CCCCC3)C2)n2nccc2n1
9% | Cc1cc(NC(=O)NCc2nc(-c3ccccc3C)oc2C)ccc1Cl
? | COc1ccc(C(=O)Nc2ccc(Nc3nc(C)cc(Nc4ccc(C)cc4)n3)cc2)cc1OC
? | CC(C)COc1ccc(C(=O)Nc2cccc3ncccc23)cc1

Five of the compounds above, in markdown.
| Compound | KDM5B inhibitor |
| --- | --- |
| O=C1CC(C(=O)N2CCN(c3ccc(F)cc3)CC2)CN1Cc1ccncc1 (stereo not given) | 10% |
| COc1cccc(N2CCN(C(=O)c3cccn3-c3nnc(N4CCCCC4)s3)CC2)c1 | -14% |
| CCn1c(SCC(=O)c2ccc(Cl)s2)nnc1-c1ccc(OC)cc1 | 5% |
| O=C(c1cccc(F)c1)N1CCC(Oc2ccccc2-c2nc(-c3ccncc3)no2)C1 (stereo not given) | 5% |
| CC(C)c1cc(N2C[C@H](O)[C@@H](N3CCCCC3)C2)n2nccc2n1 | ? |

Other records:
KDM5B inhibitor | canonical_smiles
? | CCOc1ccccc1CN1CCC2(CCN(C(=O)c3ccc(Cl)nc3)CC2)Oc2ccccc21
16% | Cn1c(=O)c2c(ncn2CCC(=O)Nc2ccc(Cl)c(Cl)c2)n(C)c1=O
-20%[86.2 µM] | Cc1noc(C)c1-c1cnc(NC(=O)c2ccc(Cl)cc2)c2c1CCO2
-23% | O=C(c1noc2c1CCCCC2)N1CCN(c2ccc(Cl)cc2)CC1
? | Cc1cc(-c2ccc(Cl)cc2)n2ncnc2n1
-24%[86.2 µM] | CC(C)C[C@@H]1N[C@H](C(=O)NC2CCCC2)Cc2c[nH]c3cccc1c23
-13% | CN1C(=O)C2(CCN(C(=O)Nc3ccccc3F)C2)c2ccccc21 (stereo not given)
? | Cc1ccc2[nH]c(=O)c(CN(CC3CCCO3)S(=O)(=O)c3ccccc3)cc2c1 (stereo not given)
21% | O=C(c1cc(Cl)ccc1F)N1CCN(c2cc(C(F)(F)F)ncn2)CC1
-4% | O=C(COC(=O)Cc1n[nH]c(=O)c2ccccc12)NC(=O)NC1CCCCC1
-14% | C/C(=N/O)C1(C)N(O)C(C)(C)C(c2ccc(C)cc2)=[N+]1[O-] (stereo not given)
-3% | COc1ccc(/C=C/C(=O)/C=C/c2ccc(OC)cc2)cc1
0% | Cc1ccc2cccc(NC(=O)c3cccc(OC(C)C)c3)c2n1
? | CC(C)(C)C(=O)[C@@H]1[C@@H](C(=O)c2ccccc2)[C@@]2(C(=O)Nc3ccccc32)[C@H]2c3ccccc3C=CN12
-32%[86.2 µM] | O=C(Nc1ncc(-c2cccc(F)c2)c2c1OCC2)c1cccnc1
1% | Cc1ccc(CS(=O)Cc2cccc(Cl)c2)cc1 (stereo not given)
-13% | COCCn1cnc2c1c(=O)n(CC(=O)Nc1c(C)cccc1C)c(=O)n2CC(C)C
15% | O=c1c(C(F)(F)F)cccn1Cc1coc(-c2cccc(F)c2)n1
-29% | COc1cc(OC)c(N(C)C(=O)c2nn(C)c3c2CSc2ccccc2-3)cc1Cl
? | Cc1sc2c(c1C)C(O)=C(C(=O)Nc1ccccc1)S(=O)(=O)N2C
-7% | CCC1(N2CCN(S(=O)(=O)c3cc(F)cc(F)c3)CC2)CCN(C(=O)NC)C1 (stereo not given)
-9% | C=CCOc1cccc(/C=N/NC(=O)C(=O)NCCCOC)c1
-10% | N#Cc1ccc(-c2cccnc2)nc1SCC(=O)c1ccccc1
5% | CCc1nonc1NC(=O)c1ccc(OCC(C)C)cc1

Some of these compounds in order of the KDM5B inhibitor value, highest first:
KDM5B inhibitor | canonical_smiles
22µM* | O=C(CCC1CCCN(S(=O)(=O)c2ccccc2)C1)N1CCN(c2ccccn2)CC1 (stereo not given)
16µM* | O=C(c1cccnc1)N1CCN(c2nnc3ccc(Cl)cn23)CC1
14µM* | COc1cccc(CCNC(=O)c2c(C)noc2-c2ccc3c(c2)OCO3)c1
4µM* | COc1ccc(-c2cc(-c3ccc(CO)cc3)cn3cncc23)cc1

(list continues)
KDM5B inhibitor | canonical_smiles
-13%[86.2 µM] | CC1=NOC2(CCN(Cc3ccc(C)cc3)CC2)C1
-1% | O=C(Cc1c[nH]c2ccccc12)N1CCC(C(=O)N2CCCCCC2)CC1
22% | Cc1ccsc1C(=O)N(Cc1ccco1)C1CC1
-14% | CNC(=O)[C@@H]1C[C@H](Oc2cccnc2)CN1C(=O)c1nccc2ccccc12
-6% | O=C1NC2(CCCN(C(=O)c3ccccc3F)C2)COc2ccccc21 (stereo not given)

Source: PubChem
